Source: PubChem (several laboratories)
Lmaj promast: inhibitors of Leishmania major promastigote growth | AID 1063 | inhibition, % at 10 µM | Leishmania major promastigotes, resazurin fluorescence viability | 200,000 compounds, 9% hits; in the data active = inhibition above about 50%;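 also: promastigotes grown with compound for 44 hours at 28 °C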
ROMK primary: human ROMK K+ channel modulation, primary screen | P48048 | Tet-inducible ROMK, thallium flux fluorescence; actives lie on both sides | B-score at 10 µM | 130,000 compounds, 2% hits | AID 1918;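 active = signal ratio slope over the read window, or its plate-corrected B-score, at least 3 SD from the plate mean, either direction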;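 also: B-score of the F/F0 ratio slope over 7 to 12 s after thallium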
Target sequence (P48048 whole entry, looked up): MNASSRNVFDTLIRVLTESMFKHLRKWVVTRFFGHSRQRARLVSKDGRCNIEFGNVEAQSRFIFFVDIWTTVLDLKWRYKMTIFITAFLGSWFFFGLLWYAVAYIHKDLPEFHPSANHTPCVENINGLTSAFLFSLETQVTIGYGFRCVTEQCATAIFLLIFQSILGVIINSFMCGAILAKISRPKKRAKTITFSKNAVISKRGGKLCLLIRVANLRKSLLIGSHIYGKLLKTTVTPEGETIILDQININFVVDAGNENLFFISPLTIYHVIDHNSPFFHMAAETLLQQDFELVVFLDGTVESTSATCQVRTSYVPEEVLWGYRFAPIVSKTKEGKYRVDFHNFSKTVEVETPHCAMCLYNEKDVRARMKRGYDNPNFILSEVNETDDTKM
RAM inhibit: yeast RAM network inhibition | S. cerevisiae dse1pr::URA3 reporter, 5-FOA growth OD615, 2 d; analog-sensitive cbk1-as2 kinase mutant strain | inhibition, % at 50 µM | 190,000 compounds, 1.8% hits;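 active = inhibition above a set limit, 3 SD over mean compound inhibition, cut at about 8.4% in these data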;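 also: 0% = DMSO-only wells with no growth and 100% = 10 µM 1-NA-PP1 full growth; inhibition rescues growth on 5-FOA so higher OD means more RAM inhibition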
PPARg SRC-3 ag: PPARgamma-driven SRC-3 recruitment agonism; P37231; AID 731; 200,000 compounds, 0.26% hits; activation, % at 8 µM; biochemical PPARgamma/SRC-3 coactivator recruitment assay; in the data active = activation above about 23%;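 also: 0% = DMSO and 100% = reference agonist; some compounds past the cut are filed as inactive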
Target sequence (P37231 whole entry, looked up): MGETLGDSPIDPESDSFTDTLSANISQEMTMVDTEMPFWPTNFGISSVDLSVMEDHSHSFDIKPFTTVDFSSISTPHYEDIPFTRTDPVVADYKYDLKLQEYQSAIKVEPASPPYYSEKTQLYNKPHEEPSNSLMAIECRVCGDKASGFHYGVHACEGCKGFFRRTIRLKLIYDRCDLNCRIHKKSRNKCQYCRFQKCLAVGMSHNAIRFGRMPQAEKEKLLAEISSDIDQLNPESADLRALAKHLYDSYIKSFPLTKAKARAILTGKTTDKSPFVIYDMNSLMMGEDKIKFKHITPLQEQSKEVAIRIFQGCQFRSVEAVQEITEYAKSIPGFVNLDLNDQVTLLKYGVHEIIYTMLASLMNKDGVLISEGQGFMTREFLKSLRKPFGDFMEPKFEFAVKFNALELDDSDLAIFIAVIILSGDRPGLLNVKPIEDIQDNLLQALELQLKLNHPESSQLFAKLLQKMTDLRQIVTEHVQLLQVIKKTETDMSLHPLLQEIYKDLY
SRC2 TRFRET art: TR-FRET artefact, counter-screen to PPARgamma/SRC-2 agonist assay. TR-FRET ratio at 8 µM. 200,000 compounds, 0.4% hits. active compounds read high; in the data active = TR-FRET ratio above about 2000; also: inactives centre near 1500; reference of the scale not given here
Redox H2O2 prof: compounds producing H2O2 with reducing agent – biochemical, NIH compound library profiling, artefact control for MLSCN library redox annotation, primary screen; DTT-dependent redox cycling H2O2, phenol red/HRP absorbance; 100% = 100 µM peroxide control, 0% = buffer; activation, % at 10 µM; 200,000 compounds, 0.03% hits; AID 878;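 active = activation of at least 50% relative to the plate's high and low controls in the primary single-dose screen; inactive = activation below 50%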;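 also: compound incubated with DTT at 0.8 mM final as the reducing agent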
PPARg SRC1 recr: agonists of human PPARgamma SRC-1 coactivator recruitment; PPARgamma-SRC-1 coactivator recruitment biochemical assay; activation, % at 8 µM; P37231; AID 631; 200,000 compounds, 0.41% hits; in the data active = activation above about 19%;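 also: 0% = DMSO and 100% = reference agonist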
bIAP inhibitor: blocks bovine intestinal alkaline phosphatase activity. purified bovine IAP, CDP-star luminescence, 30 min. inhibition, % at 20 µM. 190,000 tested, under 10 active. AID 1019;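 active = over 50% inhibition of intestinal alkaline phosphatase at 20 µM in the single-dose screen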
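System: purified bovine intestinal alkaline phosphatase (IAP) enzyme; Input: IAP diluted 1/65,000,000 in the well; Measured by: CDP-star luminescence signal; Compound dosing: 20 µM single dose; Incubation: 30 min reaction at room temperature.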
S1P3 antagonist: blocks the human S1P3 receptor | Q99500 | CHO S1P3 NFAT-BLA reporter, FRET fluorescence, antagonist mode | inhibition, % at 4.98 µM | 170,000 compounds, 0.27% hits;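 active = inhibition above the plate cutoff, the mean inhibition of test wells on that plate plus 3 SD, cut at about 28% in these data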;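 also: cells challenged with S1P at its EC80 of 0.8 µM; blue over green emission ratio from cleaved BLA substrate after 4 h stimulation; 0% = S1P-stimulated wells and 100% = unstimulated DMSO-only wells; some compounds past the cut are filed as inactive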
PPARg SRC-2 ag: agonists of SRC-2 recruitment by human PPARgamma | activation, % at 8 µM | P37231 | PPARgamma LBD-SRC-2 recruitment, biochemical | 200,000 compounds, 0.34% hits | AID 1032; in the data active = activation above about 22%;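 also: 0% = vehicle and 100% = reference agonist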
HMGR II inh: E. faecalis class II HMG-CoA reductase inhibition | purified E. faecalis HMGR, NADPH absorbance 340 nm kinetic | inhibition, % at 10 µM | 190,000 compounds, 0.41% hits | AID 1066;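 active = inhibition above a set limit, the median over all tested compounds plus 3 SD, cut at about 9.5% in these data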;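 also: enzyme runs in reverse so mevalonate oxidation gives rising NADPH absorbance; 0% = complete reaction with DMSO and 100% = background rate lacking mevalonate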
Starred values were filed as active, the others as inactive; . = not tested or not shown.

SMILES	Lmaj promast	ROMK primary	RAM inhibit	PPARg SRC-3 ag	SRC2 TRFRET art	Redox H2O2 prof	PPARg SRC1 recr	bIAP inhibitor	S1P3 antagonist	PPARg SRC-2 ag	HMGR II inh
Fc1ccccc1C(c1nnnn1Cc1ccc2c(c1)OCO2)N1CCN(Cc2ccco2)CC1 (stereo not drawn)	-0.3	.	1.2	-2.2	1406	2.0	3.8	2.8	-25.8	-1.9	-10.5
Cc1c(Nc2nc(-c3cccc([N+](=O)[O-])c3)cs2)c(=O)n(-c2ccccc2)n1C	-5.5	-0.0723	-0.3	0.9	1671	0.2	8.3	0.1	7.8	13.6	-3.8
NC(=O)c1ccc(NC(=O)Cc2csc(-c3ccccc3)n2)cc1	-0.9	0.633	0.5	-1.2	1597	-0.3	9.6	-1.3	1.4	7.2	5.2
Cc1nn(-c2ccccc2)c(N2CCCC2)c1/C=N/NC(=O)c1cc(-c2cccnc2)nc2ccccc12	28.6	.	1.6	3.5	1514	0.6	5.6	8.8	7.7	-0.6	-8.1
COc1ccc(CCCC(=O)NCc2ccccc2)cc1C	-3.7	4.05*	1.7	3.1	1763	-0.1	-2.1	14.1	-9.7	-0.4	-2.7
COC(=O)c1ccc(C(NC(=O)OCc2ccccc2)/C(C)=C/[C@@H](C)C(=O)NCc2ccc(OC)c(OC)c2)cc1 (stereo partly drawn)	3.3	-0.063	6.1	0.3	1566	0.5	4.5	10.7	14.9	-5.6	6.7
COc1cc(C2=NOC(C(=O)NCc3ccccn3)C2)cc(OC)c1OC (stereo not drawn)	-0.7	-0.116	2.4	5.2	1595	0.3	-0.1	-7.0	.	12.1	-0.3
CCOc1cc(N2CCOCC2)c(OCC)cc1NC(=O)COC(=O)c1cc2ccccc2cc1O	62.1*	.	8.0	2.3	1631	-0.7	2.7	49.1	-9.7	-4.9	-5.4
CCOC(=O)c1cnc(SCCN2CCOCC2)nc1N	-5.3	0.913	-0.2	0.4	1309	-1.1	5.2	0.8	-3.2	0.1	-2.0
COC(=O)CSc1nnc(CNS(=O)(=O)c2ccc(Br)cc2)n1C	0.1	0.537	1.8	5.1	1567	-1.2	5.4	-4.2	-8.8	2.5	0.0
COc1ccc(CNC(=O)c2ccc(C(C)C)cc2)cc1	-6.5	.	1.4	5.7	1768	-0.7	4.8	-7.0	2.1	8.6	-6.5
COc1ccc(NC(=O)CSc2nnc(Cn3cnc4ccccc43)n2C)cc1	-2.5	.	2.2	-2.8	1597	1.0	4.5	7.6	.	1.0	2.4
CCOC(=O)C1=C(O)C(=O)N(c2ccc(S(N)(=O)=O)cc2)C1c1ccc(OC)cc1 (stereo not drawn)	-9.2	.	0.7	-0.2	1484	2.0	-0.1	2.5	-6.9	3.8	-0.2
CN(Cc1ccccc1)C(=O)c1[nH]cnc1C(=O)N[C@@H](Cc1ccccc1)C(=O)OCc1ccccc1	31.2	.	11.9*	0.3	1360	0.5	5.6	-4.6	-19.2	12.8	-1.3
Cc1cccc(NC(=O)c2ccc(S(=O)(=O)N3CCOCC3)cc2)n1	2.5	-0.244	3.1	0.2	1539	-1.3	-4.8	-24.6	-2.3	2.2	-0.7
Cc1cccc(N(C)C(=O)CCS(=O)(=O)c2cccc3nonc23)c1	-4.4	.	-0.2	-1.1	1478	-2.3	2.4	6.7	.	0.6	0.4
C1CSC2(N1)C1CC3CC2CC(C1)C31NCCS1 (stereo not drawn)	-5.5	.	0.5	8.8	1670	2.0	4.5	19.5	.	2.3	4.0
COc1cc(C(=O)N/N=C/c2cc([N+](=O)[O-])cs2)cc(OC)c1OC	7.3	4.12*	1.2	1.8	1481	-0.7	2.2	13.2	19.8	3.2	-8.4
Cc1ccccc1N1C(=O)C(Cl)=C(N2CCCCCC2)C1=O	-0.9	.	1.1	-1.4	1344	2.7	10.6	12.1	6.4	7.1	-4.9
O=C(CN1C(=O)CC(c2ccco2)Sc2ccccc21)NCC1CCCO1 (stereo not drawn)	-4.0	.	-0.1	-0.1	1656	-1.7	15.1	2.9	0.6	8.7	1.1
CCOC(=O)C(C)n1ncn2cccc2c1=O (stereo not drawn)	5.2	0.4	0.5	9.4	1470	-0.7	3.0	3.8	9.5	-3.8	0.5
Cc1ccc(C(=O)C[n+]2ccc(Cc3ccccc3)cc2)cc1	85.9*	-0.169	3.5	2.6	1683	-2.2	8.1	14.0	-31.0	9.8	-5.3
CCOC(=O)c1sc(-c2ccc(F)cc2)cc1NC(=O)Nc1ccccc1OC	-5.3	.	4.0	1.9	1496	2.3	-2.6	10.8	-6.8	-3.0	3.2
Cc1ccc(C(=O)C2Oc3ccccc3C3CC(c4ccc(C)cc4)=NN23)cc1 (stereo not drawn)	49.1	0.00979	2.6	3.9	1596	-0.2	4.7	5.9	-5.4	2.5	-4.2
COCCn1cnnc1SCC(=O)Nc1cccc(S(=O)(=O)N2CCCCCC2)c1	4.2	0.186	-2.0	2.0	1524	-0.1	-1.0	-10.3	-12.4	-3.4	-5.7
CCOC(=O)NC(CC(=O)O)c1ccc(OC)cc1 (stereo not drawn)	-3.1	-0.0195	-0.5	-4.5	1413	2.2	0.1	0.0	13.8	-3.0	-1.4
CCC1CCC(c2nnc(-c3ccc(Br)cc3)o2)CC1 (stereo not drawn)	44.4	0.915	0.5	2.8	1582	0.3	7.3	-16.7	-4.6	3.7	-2.1
COc1c(Cl)cc(Cl)cc1CNCc1ccccc1	-3.3	-1.14	-0.8	-1.4	1719	0.1	2.3	-6.0	-0.9	5.0	5.7
Cc1ccccc1-c1nc2ccccc2c(=O)n1/N=C/c1ccccc1[N+](=O)[O-]	13.5	-0.47	1.7	13.4	1492	-4.8	1.7	0.9	.	16.6	-0.6
COC(=O)c1c(C)[nH]c(O)c1C=Nc1ccc(C#N)cc1	9.2	1.27	2.2	4.1	1884	-0.7	-3.7	-3.4	4.0	3.9	-4.0
CCCc1nnc(SCC(=O)N2CCOCC2)n1Cc1ccco1	-3.4	.	0.8	1.2	1558	0.8	0.7	13.8	0.8	8.3	2.9
C=CCn1c(SCC(=O)Nc2ccc3c(c2)OCO3)nnc1-c1ccccc1OC	-2.7	-0.636	1.2	3.0	1615	-0.3	1.6	-2.5	-2.7	7.0	2.9
COc1ccc(CCc2nnc(CCC(=O)NCc3cnn(-c4ccccc4C)c3)o2)cc1	6.4	0.915	0.7	1.6	1397	0.6	7.5	-11.2	-10.8	-6.6	-4.8
O=C(NC1CCCCC1)c1ccc(CN2CCOCC2)cc1	6.4	-0.476	2.4	2.8	1499	0.1	7.0	0.0	.	4.3	-2.2
Cc1ccc(S(=O)(=O)Nc2cc(C(F)(F)F)ccc2N2CCOCC2)c(C)c1	29.2	0.0207	6.8	1.6	1427	0.1	-2.9	2.8	-4.7	-3.4	-4.9
S=C(Nc1ccc(Cl)cc1)N(CCCN1CCOCC1)Cc1cccs1	-9.1	-0.783	-0.5	2.1	1608	-2.6	7.7	-13.1	-15.8	2.6	3.6
Cc1ccc(C(=O)OCC(=O)Nc2cc(F)ccc2F)cc1NC(=O)c1ccco1	88.5*	.	-0.1	6.6	1440	0.0	3.5	4.1	.	7.3	-3.3
Cc1cc(S(=O)(=O)NCc2ccccc2)ccc1OCC(=O)NCC1CCCO1 (stereo not drawn)	3.6	0.214	0.1	0.4	1455	0.8	3.7	0.7	-2.2	-1.6	1.1
COCCSc1nc2c(c(=O)[nH]c(=O)n2C)n1Cc1cccc(C)c1	-6.5	.	-0.5	0.3	1496	0.0	0.6	13.3	-33.4	2.5	-2.9
CSc1ccc(/C=N/N2CCN(Cc3ccccc3)CC2)cc1	-4.5	-0.805	1.2	-2.8	1310	10.3	-6.3	8.3	-4.7	-6.8	-3.1

Filtered by structure: the entries above with a furan ring, fused or not (4)
SMILES	Lmaj promast	ROMK primary	RAM inhibit	PPARg SRC-3 ag	SRC2 TRFRET art	Redox H2O2 prof	PPARg SRC1 recr	bIAP inhibitor	S1P3 antagonist	PPARg SRC-2 ag	HMGR II inh
Fc1ccccc1C(c1nnnn1Cc1ccc2c(c1)OCO2)N1CCN(Cc2ccco2)CC1 (stereo not drawn)	-0.3	.	1.2	-2.2	1406	2.0	3.8	2.8	-25.8	-1.9	-10.5
O=C(CN1C(=O)CC(c2ccco2)Sc2ccccc21)NCC1CCCO1 (stereo not drawn)	-4.0	.	-0.1	-0.1	1656	-1.7	15.1	2.9	0.6	8.7	1.1
CCCc1nnc(SCC(=O)N2CCOCC2)n1Cc1ccco1	-3.4	.	0.8	1.2	1558	0.8	0.7	13.8	0.8	8.3	2.9
Cc1ccc(C(=O)OCC(=O)Nc2cc(F)ccc2F)cc1NC(=O)c1ccco1	88.5*	.	-0.1	6.6	1440	0.0	3.5	4.1	.	7.3	-3.3

Continued:
SMILES	Lmaj promast	ROMK primary	RAM inhibit	PPARg SRC-3 ag	SRC2 TRFRET art	Redox H2O2 prof	PPARg SRC1 recr	bIAP inhibitor	S1P3 antagonist	PPARg SRC-2 ag	HMGR II inh
N#CC(C(=O)NC1CCCCC1)=C1CCCCCC1	-2.5	0.649	1.4	-3.0	1366	-0.1	-1.9	-20.1	-12.8	-7.2	-1.1
Cc1cccc(NC(=O)CS(=O)(=O)c2cn(CC(=O)N3CCOCC3)c3ccccc23)c1	-9.3	0.371	0.4	1.0	1493	-0.4	-3.9	-4.0	0.8	2.2	-5.7
Cc1cc(=S)c2cccc(C)c2[nH]1	-2.7	0.0723	1.0	20.2	2155*	10.8	16.5	17.6	-4.3	22.2*	-6.4
O=S1(=O)CCN2C(c3ccc4c(c3)CCCC4)=CSC2=N1	-1.9	.	3.0	-10.1	1369	-0.7	-1.8	12.2	32.7	2.7	1.3
COCCNS(=O)(=O)c1ccc(-c2ccc(S(=O)(=O)NCCOC)cc2)cc1	2.2	.	3.9	-1.6	1387	-0.1	-4.2	28.5	-9.3	9.9	-6.5
Cc1[nH]nc2c1C(c1ccc(Cl)cc1)C(C#N)=C(N)O2 (stereo not drawn)	36.5	-0.412	0.5	9.0	1805	-0.4	0.9	7.4	16.9	1.7	0.8
CCOC(=O)c1ccc2c(c1)N(CC(=O)N1CCCC1)C(=O)C(C)(C)O2	-9.0	0.483	0.4	6.3	1428	2.2	4.4	5.0	1.3	1.4	0.7
Cc1ccc(/C(N)=N/OC(=O)c2cc(-c3ccccc3)nc3ccccc23)cc1	-6.8	0.501	0.9	-4.5	1514	3.2	5.8	12.3	.	0.9	2.3
NC(=O)CC[C@@H]1NC(=O)[C@H](Cc2ccccc2)NC(=O)[C@H](Cc2ccc(O)cc2)NC(=O)[C@@H](N)CSSC[C@@H](C(=O)N2CCC[C@H]2C(=O)N[C@@H](CCCN=C(N)N)C(=O)NCC(N)=O)NC(=O)[C@H](CC(N)=O)NC1=O	-6.8	0.0148	0.0	-1.4	1587	0.5	-1.6	5.3	-2.5	4.0	-9.8
